# BH1578 lux ind: inducers of Vibrio cholerae quorum light production without autoinducers | V. cholerae BH1578 lux reporter, luminescence, 6 h | activation, % at 18.7 µM | actives 0.16% (n = 350,000) | AID 588436; in the data active means activation mostly above about 9.7%, no sharp cut-off; further: not every result past the cut was called active; inactives centre near 0; reference of the scale not given here
# SARS 3CLpro inh: SARS-CoV 3CLpro protease inhibition; P0C6X7; recombinant SARS-CoV 3CLpro, quenched FRET peptide cleavage; inhibition, % at 6 µM; actives 0.14% (n = 290,000); AID 1706; in the data active means inhibition above about 12%
# SSB-PriA inh: K. pneumoniae PriA-SSBct interaction inhibition. inhibition, % at 33 µM. AID 1272365. AlphaScreen SSBct-PriA binding, biotinylated peptide. actives 0.6% (n = 430,000); in the data active means inhibition mostly above about 37%, no sharp cut-off; inactive means mostly below about 20%;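 further: plate controls were negative control peptide for no effect and reference peptide for full effect; strong numbers were not always called active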
# GDH-TPI counter: GDH-TPI coupled enzyme inhibition counter-screen; actives 1.2% (n = 360,000); AID 588335; inhibition, % at 4.8 µM; GDH-TPI coupled enzyme counterscreen, NADH absorbance; in the data active means inhibition above about 30%;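 further: 0% = DMSO wells and 100% = wells lacking the enzyme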
# DUSP3 inh: inhibitors of human VHR1 phosphatase (DUSP3). P51452. actives 0.52% (n = 290,000). inhibition, % at 13.3 µM. recombinant VHR phosphatase, pNPP absorbance; in the data active means inhibition above about 50%; further: some compounds called inactive have numbers as strong as hits
# Target sequence (P51452 whole entry, looked up): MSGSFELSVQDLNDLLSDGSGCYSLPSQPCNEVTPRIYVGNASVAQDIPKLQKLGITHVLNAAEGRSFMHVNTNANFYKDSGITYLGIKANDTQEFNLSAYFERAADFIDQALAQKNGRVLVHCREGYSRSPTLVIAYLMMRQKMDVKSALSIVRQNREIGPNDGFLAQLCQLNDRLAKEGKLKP
# Mtb BioA inh: inhibitors of Mycobacterium tuberculosis BioA enzyme; purified M. tuberculosis BioA enzyme, plate reader; inhibition, % at 9.99 µM; actives 0.096% (n = 360,000); AID 602481; in the data active means inhibition above about 40%
# MazEF act: activators of E. coli MazEF toxin-antitoxin RNase; actives 0.32% (n = 350,000); AID 504720; activation, % at 20 µM; FAM/BHQ RNA-DNA oligo cleavage fluorescence, 5 h; in the data active means activation above about 50%
# Target sequence (P0AE70 whole entry, looked up): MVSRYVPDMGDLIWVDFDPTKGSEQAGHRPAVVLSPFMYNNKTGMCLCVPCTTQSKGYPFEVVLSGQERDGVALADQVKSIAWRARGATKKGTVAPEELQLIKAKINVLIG
# Mtb UGM inh: Mtb UDP-galactopyranose mutase inhibition; actives 0.06% (n = 320,000); P9WIQ1; purified UGM, fluorescence polarization probe displacement; inhibition, % at 10 µM; in the data active means inhibition above about 10%, passing the limit was not always enough
# Target sequence (P9WIQ1 whole entry, looked up): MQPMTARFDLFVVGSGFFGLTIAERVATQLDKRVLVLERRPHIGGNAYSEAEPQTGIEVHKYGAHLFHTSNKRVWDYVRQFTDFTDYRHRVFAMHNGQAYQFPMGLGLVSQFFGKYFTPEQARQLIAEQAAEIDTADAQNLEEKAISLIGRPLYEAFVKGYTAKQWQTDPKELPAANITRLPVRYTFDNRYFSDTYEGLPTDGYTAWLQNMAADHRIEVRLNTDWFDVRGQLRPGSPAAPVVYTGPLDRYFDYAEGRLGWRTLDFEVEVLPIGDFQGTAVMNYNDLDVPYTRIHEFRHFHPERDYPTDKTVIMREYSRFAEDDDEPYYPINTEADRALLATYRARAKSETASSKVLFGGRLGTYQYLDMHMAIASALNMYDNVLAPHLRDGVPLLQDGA
# Rv3671c protease: inhibitors of M. tuberculosis serine protease Rv3671c | P9WHR9 | inhibition, % at 5.96 µM | AID 2606 | actives 0.048% (n = 320,000); in the data active means inhibition above about 38%;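 further: extracellular domain of Rv3671c used as enzyme; 0% = enzyme with DMSO and 100% = no enzyme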
# FBA Mtb inh: inhibitors of M. tuberculosis fructose-bisphosphate aldolase | P9WQA3 | purified M. tuberculosis FBA, fluorescence read-out | inhibition, % at 1 µM | actives 2.3% (n = 360,000); in the data active means inhibition above about 27%;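 further: 0% = vehicle and 100% = reference inhibitor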
# Target sequence (P9WQA3 whole entry, looked up): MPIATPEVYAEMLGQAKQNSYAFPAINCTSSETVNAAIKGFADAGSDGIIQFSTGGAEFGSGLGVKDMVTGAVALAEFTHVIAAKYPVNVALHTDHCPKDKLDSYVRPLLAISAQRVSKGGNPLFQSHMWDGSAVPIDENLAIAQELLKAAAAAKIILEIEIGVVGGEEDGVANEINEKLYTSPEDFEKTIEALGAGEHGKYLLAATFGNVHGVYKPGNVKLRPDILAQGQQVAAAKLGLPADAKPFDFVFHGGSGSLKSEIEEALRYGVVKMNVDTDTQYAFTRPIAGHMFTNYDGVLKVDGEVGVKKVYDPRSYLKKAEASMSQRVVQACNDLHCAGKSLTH
# Starred values were filed as active, the others as inactive; i = inactive; · = not tested or not shown; & = joins results of further samples. Only part of the results is shown; rates above refer to the full screens.
SMILES,BH1578 lux ind,SARS 3CLpro inh,SSB-PriA inh,GDH-TPI counter,DUSP3 inh,Mtb BioA inh,MazEF act,Mtb UGM inh,Rv3671c protease,FBA Mtb inh
CCOc1ccc(C2CC(c3ccc(F)cc3)Nc3nc(N)nn32)cc1 (centres undefined),-0.1,2,2,-8,-5,-1.1,6,0.4,3,0
O=C1NCN(c2ccccc2)C12CCN(CCCC(c1ccc(F)cc1)c1ccc(F)cc1)CC2,-0.3,3,20,4,11,-0.9,-17,-2.6,-1,-1
O=C(CN1C(=O)C2CCCCC2C1=O)Nc1ccccc1N1CCCC1 (centres undefined),-1.8,·,6,5,·,·,5,0.5,8,2
Cc1ccc(C)c(C(=O)OCC(=O)NC(=O)NCc2ccccc2)c1,i,·,·,3,·,-0.2,0,·,·,0
CCN(C[C@H]1N[C@@](CC)(C(=O)OC)[C@H]2C(=O)N(Cc3ccccc3)C(=O)[C@@H]12)C(=O)c1ccc(F)cc1,-1.4,·,-5,7,·,1.0,-10,0.4,-2,1
C(=N\N=C\c1ccccc1)/c1ccccc1,-0.1,1,·,-2,2,·,-4,0.3,4,-1
O=C(COc1ccccc1)NC1CCN(Cc2ccccc2)CC1,i,0,7,7,-8,·,3,4.9,-5,0
COc1ccc(CNC(=O)CN2C(=O)C3C4C=CC(C4)C3C2=O)cc1 (centres undefined),-0.3,6,-7,10,14,·,3,0.3,-3,0
Cc1[nH]n(-c2ccccc2)c(=O)c1S(=O)(=O)c1ccccc1,i,-3,-1,3,17,-0.7,-3,0.2,-20,1
FC(F)(F)c1cccc(CNC2CCN(Cc3ccccc3)CC2)c1,-1.3,0,1,11,11,-0.3,4,2.7,1,5
CC(CN1CCCCC1)OC(=O)c1ccccc1Cl (centres undefined),-0.1,-11,-12,-10,13,-0.8,7,2.2,-3,0
O=C(C1=C[C@@H](c2ccc(Br)cc2)C[C@@H](OCCCCO)O1)N1CCOCC1,10,-4,5,2,21,0.4,2,-0.9,7,3
c1ccc2nc(OCCN3CC3)ccc2c1,·,2,3,·,16,·,-10,-3.6,5,·
CC1CCN(CCNC(=O)C2CCCN(c3ncnc4c3nc3n4CCCCC3)C2)CC1 (centres undefined),1.8,4,-1,-5,61,-0.4,6,0.3,5,-3
COc1cccc(C2NC(CC(C)C)(C(=O)O)C3C(=O)N(Cc4ccccc4)C(=O)C23)c1O (centres undefined),-0.3,-2,1,6,6,-2.2,3,-2.8,-6,-1
O=C(c1cc(COc2ccc(F)cc2Cl)on1)N1CCN(C2CCCCC2)C(=O)C1,-0.8,0,0,-13,16,19,2,2.5,-8,-4
CCN(CC(=O)NCc1ccc(Cl)cc1)C(=O)c1cc2ccccc2o1,-0.3,6,-6,4,-21,-0.6,4,-1.0,-1,2
CCOc1ccc(Cl)cc1S(=O)(=O)N1CCC(C(=O)NCC2CCCO2)CC1 (centres undefined),-0.2,-4,-2,7,4,1.1,-11,1.3,-12,2
COc1ccc(C2C(C(=O)NCC3CCCO3)CCC(=O)N2c2ccc3c(c2)OCO3)cc1 (centres undefined),-0.3,-1,-20,5,-2,-0.9,5,-0.8,4,2
OCc1ccc(-c2ccc3nccn3c2)cc1,-0.5,·,·,-5,·,7.9,·,·,·,12
Cc1ccc(-c2ocnc2C(=O)Nc2nc(C)cs2)cc1,i,-7,3,18,27,-1.7,7,1.8,-10,0
Nc1nc(Cl)cc(Oc2ccc([N+](=O)[O-])cc2)n1,i,-4,-9,10,-1,-2.5,-6,-2.5,-10,0
OC(CN1CCOCC1)Cn1c2ccccc2c2ccccc21 (centres undefined),-5.6,-2,-7,1,-6,4.8,9,-1.7,-20,7
COc1ccc(-c2noc(CCC(=O)N3CCN(c4ccccc4Br)CC3)n2)cc1,-0.8,·,-6,4,·,-0.3,5,·,·,-1
CC12CCC(C(NC(=S)NN)C1=O)C2(C)C (centres undefined),i,·,-7,-1,·,-0.7,1,·,·,0

# (more compounds)
SMILES,BH1578 lux ind,SARS 3CLpro inh,SSB-PriA inh,GDH-TPI counter,DUSP3 inh,Mtb BioA inh,MazEF act,Mtb UGM inh,Rv3671c protease,FBA Mtb inh
CN1CCc2c(sc3c2C(=O)NC(c2cccc(OC(=O)c4cccs4)c2)N3)C1 (centres undefined),-0.3,3,-17,14,-5,-1.7,-72,5.6,-20,4
O=C(Cn1cnc2c(nnn2Cc2ccc(F)cc2)c1=O)Nc1ccc2c(c1)OCCO2,-0.3,-1,-17,-5,23,-0.8,-7,0.3,-5,1
O=C(CCNC(=O)c1ccc(Br)cc1)Nc1ccc(S(=O)(=O)Nc2ncccn2)cc1,-2.0,·,-14,9,·,·,1,-1.4,-3,-1
O=C(NC(=S)Nc1cccc(-c2ccc(CO)o2)c1)c1cccs1,-0.3,2,-12,5,22,·,2,1.6,-28,3
COc1cc(C2c3c([nH]c(=O)[nH]c3=O)Nc3ccc4ccccc4c32)cc(OC)c1OC (centres undefined),-0.3,2,-7,0,21,·,-21,0.3,18,34*
CCOC(=O)CC(NC(=O)C(Cc1ccc(N(CCCl)CCCl)cc1)NC(C)=O)C(=O)OCC (centres undefined),-0.5,-1,1,2,22,·,-3,-2.2,-13,-1
COC(=O)CSC1=C(C#N)C(=O)NC(c2ccccc2)S1 (centres undefined),i,3,-4,41*,-6,1.1,1,0.7,-3,-7
Cc1cccc(Nc2nc(CC(=O)O)cs2)c1,-0.9,5,-3,-2,14,-1.8,-18,-0.2,0,-8
CC1(C)Cc2cccc(OCC(=O)Nc3ccccc3F)c2O1,i,·,-4&-20,-5,·,0.0,3,-0.7,-3,-4
Cc1ccc(NC(=O)c2ccc(S(=O)(=O)NCc3cccnc3)cc2)cc1C,-0.4,3,15,4,21,0.6,2,-0.9,0,1
O=C(Nc1ccc(Cl)cc1)C1CCCN(C2=NS(=O)(=O)c3ccccc32)C1 (centres undefined),4.6,·,-2,-8,·,1.1,-1,2.3,2,0
O=C(CC1OC(=O)c2ccccc21)Nc1cccc(S(=O)(=O)N2CCCCCC2)c1 (centres undefined),-1.7,3,-7,-9,0,1.1,-3,-0.1,-12,1
O=C(c1c(Cl)nc2sccn12)N1CCCc2ccccc21,i,3,-3,2,10,1.1,-2,2.9,-5,-1
O=C1CCC(=O)N1c1cccc(-c2nc3ccccc3o2)c1,i,·,-10,4,8,0.1,-3,-4.0,9,18
CCS(=O)(=O)c1ccc(O)c(N2C(=O)C3C4C=CC(C4)C3C2=O)c1 (centres undefined),1.2,-4,-1,14,25,·,3,-2.3,0,1
CCCOP(=O)(OCCC)C(NC(=O)c1ccccc1)=C(Cl)Cl,-0.2,1,4&-14,-4,1,·,3,1.0,-9,-5
Cc1cc(S(=O)(=O)N2CCOCC2)c(C)s1,-0.3,-5,-2,-6,-2,-0.6,-2,-0.2,3,1
CC(C)NC(=O)c1ccc(CN2CCc3ccccc3C2)cc1,-0.3,1,-14,10,-3,-0.2,5,3.2,·,1
Cc1ccc(C2=NN(C(=S)Nc3ccccc3)C(c3ccco3)C2)cc1 (centres undefined),·,2,9,28,10,-1.4,5,0.0,-10,0
COC(=O)c1ccc(NC(=O)c2ccc3c(c2)OCO3)cc1,i,-2,-14,3,7,-0.2,-5,1.2,-5,2
O=C(Cc1csc(NC(=O)Nc2cccc(Cl)c2)n1)NCc1cccnc1,i,·,4,6,·,-2.7,3,0.1,-13,-2
COc1ccc(C(=O)c2coc3ccc(O)c(CN4CCOCC4)c23)cc1,-0.2,-6,8,1,35,-0.8,4,-1.3,-4,0
Cc1ccccc1CNS(=O)(=O)c1c(C(=O)N2CCCC2)c(C)n(C)c1C,0.9,0,7,7,5,0.7,10,1.3,3,3
COc1cc(/C=C(\C#N)C(=O)NCC2CCCO2)ccc1OCC(=O)O (centres undefined),-0.4,6,-9,26,13,-2.8,-27,1.5,0,1
CC(=O)c1cccc(NC(=O)NCCc2c[nH]c3ccccc23)c1,i,7,2,-7,20,·,-9,2.0,2,3

# Next section.
SMILES,BH1578 lux ind,SARS 3CLpro inh,SSB-PriA inh,GDH-TPI counter,DUSP3 inh,Mtb BioA inh,MazEF act,Mtb UGM inh,Rv3671c protease,FBA Mtb inh
O=C(c1cc(COc2cccc(C(F)(F)F)c2)on1)N1CCC(Oc2cccnc2)CC1,-0.4,5,-8,8,-3,-1.0,-4,2.7,-3,0
Cc1ccc(NC2CCCN(C(=O)c3ccc(C)c(N4CCNC4=O)c3)C2)cc1C (centres undefined),-0.5,-1,-1,7,6,18,-1,-3.0,-1,0
CC(C)Oc1ccc(/C=C(\C#N)C(=O)NC2CC2)cc1,-0.7,·,-18,16,·,-0.1,-1,0.6,5,-4
Cc1nc([N+](=O)[O-])c(C(=O)OCc2ccccc2Br)n1C,i,-3,1,-2,-5,·,-3,-0.6,-4,-1
O=C(NNC(=O)c1cc(-c2ccc(Cl)cc2)nc2ccccc12)c1csc(N2CCOCC2)n1,-10,·,0,9,·,·,-2,4.3,-16,3
CNC[C@@H]1OCc2ccccc2-c2c(n(C)c3ccccc23)C(=O)N([C@H](C)CO)C[C@@H]1C,i,·,·,4,·,-0.2,4,·,·,-2
CCOC(=O)[C@@H]1[C@H]2COc3ccccc3[C@@H]2N2C(=O)N(c3ccc(Cl)cc3)C(=O)[C@]12C,1.4,-5,-24,-10,13,0.0,-1,-2.5,8,-3
CCN(CC)c1ncccc1C(=O)NCc1cccs1,-0.3,-3,-12,25,33,·,9,-2.6,4,1
Cc1ccc(-n2nc3ccc(NC(=O)c4cccc([N+](=O)[O-])c4C)cc3n2)cc1,i,7,-1,16,-2,·,-6,-1.5,2,0
Fc1ccc(NC(=S)NCc2cccnc2)cc1,-0.5,5,-17,2,11,·,-4,0.2,-2,-3
CCOC(=O)CC(NC(=O)CCc1c(C)nc2nc(C)nn2c1C)c1ccc(C)cc1 (centres undefined),-0.4,3,-8,-1,-6,·,-1,-1.4,0,0
COCCN(C(=O)C(C)C)c1nnc(-c2cccc(C)c2)s1,-0.7,7,-23,3,5,-0.3,0,-1.8,1,-3
O=C(NN=Cc1ccc([N+](=O)[O-])cc1)C1CC1,-0.8,·,1,28,·,-0.4,4,·,·,-2
COC(=O)c1cc(NC(=O)CN2CCOCC2)cc(C(=O)OC)c1,·,-1,-17,-5,18,6.3,-4,2.7,0,-1
COc1cc(/C=C/C(=O)OCC(=O)NCCc2ccc(S(N)(=O)=O)cc2)ccc1OCC#N,-1.4,·,-2,10,·,-2.9,2,·,·,13
CCOC(=O)c1c(-c2ccc(C)o2)csc1NC(=O)CSc1ncn[nH]1,i,4,2&5&-5,-3,20,1.5,1,1.8,-17,2
O=C1NC(Cc2c[nH]c3ccccc23)C(=O)N1Cc1ccc(CN2C(=O)NC(Cc3c[nH]c4ccccc34)C2=O)cc1 (centres undefined),0.0,8,3,3,17,-1.7,-2,0.5,8,-4

# Some entries already given with just SARS 3CLpro inh.
structure,SARS 3CLpro inh
Cc1ccccc1CNS(=O)(=O)c1c(C(=O)N2CCCC2)c(C)n(C)c1C,0
COc1cc(/C=C(\C#N)C(=O)NCC2CCCO2)ccc1OCC(=O)O (centres undefined),6

# Complete entries, looked up by structure. Values in the order: BH1578 lux ind | SARS 3CLpro inh | SSB-PriA inh | GDH-TPI counter | DUSP3 inh | Mtb BioA inh | MazEF act | Mtb UGM inh | Rv3671c protease | FBA Mtb inh
# COC(=O)c1cc(NC(=O)CN2CCOCC2)cc(C(=O)OC)c1 is listed with · | -1 | -17 | -5 | 18 | 6.3 | -4 | 2.7 | 0 | -1
# O=C(NNC(=O)c1cc(-c2ccc(Cl)cc2)nc2ccccc12)c1csc(N2CCOCC2)n1 is listed with -10 | · | 0 | 9 | · | · | -2 | 4.3 | -16 | 3
# CC(C)Oc1ccc(/C=C(\C#N)C(=O)NC2CC2)cc1 is listed with -0.7 | · | -18 | 16 | · | -0.1 | -1 | 0.6 | 5 | -4

# Screening data (PubChem)
